TRHR agonist – agonists of human TRH receptor; P34981; TRHR cells, calcium flux fluo-8, FDSS agonist mode; activation, % at 2 µM; 360,000 compounds, 0.18% hits; in the data active means activation above about 30%; further: 0% is about no effect
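Fluo-8-loaded TRHR cells; 10 s baseline, compound added, kinetic Ca2+ fluorescence read 1/s, agonist mode.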
rTrxR1 inhibitor – rat TrxR1 inhibition | recombinant rTrxR1, NADPH fluorescence consumption, selenite substrate | 390,000 compounds, 1% hits | AID 588453 | Potency, µM (titrated, usually from 114 µM), without a hit: top-dose activity change, negative = inhibition, usual class: inhibitors | O89049; further: potency means the concentration at half of the fitted maximal effect; on the % scale 0 is the no-effect control and ±100 the full control effect; nearly all actives have a fitted effect of over 65% in size
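Rat TrxR1 (90 nM in the dispensed reagent) was pre-reduced with 400 uM NADPH for 5 min at room temperature, then incubated with compound for 15 min. After 400 uM selenite was added, NADPH fluorescence (Ex 340/Em 450 nm) was followed for 8 min.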
TrxR1 substrate – rat thioredoxin reductase 1 substrate activity | purified TrxR1 substrate turnover, NADPH consumption readout | O89049 | 390,000 compounds, 0.01% hits | Potency, µM (titrated, usually from 114 µM), without a hit: top-dose activity change, negative = substrate turnover; further: potency means the concentration at half of the fitted maximal effect; on the % scale 0 is the no-effect control and ±100 the full control effect; nearly all actives have a fitted effect of over 50% in size
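Rat TrxR1, dispensed at 90 nM, was prereduced with 400 uM NADPH (final) for 5 min at ~22 deg C, then incubated with compound 15 min before 400 uM selenite. A first-read NADPH fluorescence drop versus no-compound background flagged substrates.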
TRHR PAM – TRH receptor (human) allosteric enhancement. TRHR cells, fluo-8 calcium fluorescence, EC20 TRH enhancement. enhancement, % at 2 µM. P34981. 360,000 compounds, 0.66% hits. AID 493056; in the data active means enhancement above about 30%; further: 0% is about no effect
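TRHR-expressing cells loaded with fluo-8 calcium dye were read kinetically (ex 480/em 530) during compound addition, then stimulated with an EC20 of TRH (10 nM final). Enhancement of the Gq-mediated intracellular calcium response was scored.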
D2 antag – antagonists of human D2 dopamine receptor. P14416. HEK293 TREx D2 cells, calcium flux, dopamine EC80. inhibition, % at 10 µM. 340,000 compounds, 2% hits; in the data active means inhibition above about 30%; further: 0% is about no effect
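Inhibition of EC80 dopamine-driven calcium flux, recorded kinetically, defines activity here; cells are a tetracycline-induced HEK293 T-REx line expressing force-coupled D2.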
USP1-UAF1 inh – inhibitors of human USP1/UAF1 deubiquitinase; recombinant USP1/UAF1, Ub-Rhodamine cleavage fluorescence; Potency, µM (top dose mostly 57.1 µM), for inactives: top-dose activity change, negative = inhibition, actives largely listed as inhibitors; 390,000 compounds, 0.23% hits; AID 743255; further: potency means the concentration at half of the fitted maximal effect; on the % scale 0 is the no-effect control and ±100 the full control effect; nearly all actives have a fitted effect of over 60% in size; inactives centre near -12
Target sequence (O94782 whole entry, looked up): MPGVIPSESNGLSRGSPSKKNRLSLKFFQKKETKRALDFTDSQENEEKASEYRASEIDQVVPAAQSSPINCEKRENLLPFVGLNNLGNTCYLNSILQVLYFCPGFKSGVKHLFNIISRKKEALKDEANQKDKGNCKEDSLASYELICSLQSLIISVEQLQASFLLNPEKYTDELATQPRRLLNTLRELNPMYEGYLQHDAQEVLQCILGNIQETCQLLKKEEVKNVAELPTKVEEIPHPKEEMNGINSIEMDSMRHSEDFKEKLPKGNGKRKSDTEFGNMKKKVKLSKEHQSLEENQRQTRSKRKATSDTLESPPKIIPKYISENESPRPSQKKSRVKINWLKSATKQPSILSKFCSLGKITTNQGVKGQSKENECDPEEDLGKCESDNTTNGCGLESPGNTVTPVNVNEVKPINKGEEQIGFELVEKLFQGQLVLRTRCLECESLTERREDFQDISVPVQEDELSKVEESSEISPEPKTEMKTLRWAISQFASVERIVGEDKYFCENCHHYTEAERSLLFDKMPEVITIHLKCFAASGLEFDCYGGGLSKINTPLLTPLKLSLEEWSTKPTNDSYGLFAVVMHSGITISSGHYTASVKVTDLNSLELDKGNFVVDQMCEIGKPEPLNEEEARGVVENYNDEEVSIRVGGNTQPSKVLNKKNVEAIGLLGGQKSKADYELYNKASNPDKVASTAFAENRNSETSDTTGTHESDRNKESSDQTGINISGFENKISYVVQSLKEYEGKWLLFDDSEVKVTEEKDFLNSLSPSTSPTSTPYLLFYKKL
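USP1/UAF1 complex (1 nM) preincubated 15 min at room temperature with compound, then Ub-Rho substrate (150 nM final) added. Kinetic fluorescence at 480/540 nm over 6 reads at 60 s intervals; 50 mM HEPES pH 7.8, 0.5 mM EDTA, 0.1 mg/ml BSA, 1 mM TCEP, 0.01% Tween-20.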
IDH1 R132H inh – inhibitors of human mutant IDH1 R132H | O75874 | IDH1-R132H enzyme, NADPH consumption, diaphorase/resazurin fluorescence | 390,000 compounds, 0.093% hits | AID 602179 | Potency, µM (doses to about 76.6 µM), without a hit: at the highest dose activity change, negative = inhibition, actives largely listed as inhibitors; further: potency means the concentration at half of the fitted maximal effect; on the % scale 0 is the no-effect control and ±100 the full control effect; nearly all actives have a fitted effect of over 65% in size
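IDH1-R132H (0.5 ug/mL) preincubated 30 min with compound, then NADPH (0.016 mM) and alpha-KG (2 mM) added; 80 min at RT, pH 7.5. Remaining NADPH coupled via diaphorase/resazurin to fluorescence (540/590 nm); concentration-response curves normalized to no-enzyme control.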
Pin1 inh – human Pin1 inhibition; Pin1 FP peptide displacement, HiFluor488, 10 min; Potency, µM (series often up to 115 µM), without a hit: at the highest dose activity, negative = inhibition, actives largely listed as inhibitors; 390,000 compounds, 0.009% hits; Q13526; active means well fitted inhibition curve with a large enough effect in the polarisation, with a control signal flat, not every such curve was filed as active; inconclusive means small, poorly fitted or top-dose-only effect, or effect the other way, or a change in a side signal; inactive means no such curve, though single readings can be large or run the other way; the % refers to the polarisation; further: potency means the concentration at half of the fitted maximal effect; on the % scale 0 is the no-effect control and ±100 the full control effect
Target sequence (Q13526 whole entry, looked up): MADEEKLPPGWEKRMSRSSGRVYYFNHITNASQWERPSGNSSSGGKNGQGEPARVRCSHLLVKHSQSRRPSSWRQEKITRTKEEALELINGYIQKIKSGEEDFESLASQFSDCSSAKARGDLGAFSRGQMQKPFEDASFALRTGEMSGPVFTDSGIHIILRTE
D2 ag – activates the human D2 dopamine receptor | HEK293 T-REx D2 cells, calcium flux agonist mode | activation, % at 2 µM | 340,000 compounds, 0.53% hits | P14416;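 active means activation over 3 SD above normal in the single-dose calcium agonist read, cut at about 30% in these data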; further: 0% is about no effect
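Agonism scored from kinetic calcium signal (1 read/sec, 180 s) following compound pin transfer, after a 10 s baseline. Cells: HEK293 Trex line expressing inducible D2 receptor coupled to calcium, dye-loaded after overnight culture at 30 C.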
* = called active by the depositor; ? = inconclusive; nt = no result given; & = joins results of further samples; [ ] = remark or other dose. Unless noted, the call rests on the fitted dose curve; in most records, active means well fitted inhibition curve with a large enough effect; inconclusive means small, poorly fitted or top-dose-only effect; inactive means no such curve, though single readings can be large or run the other way. The list is partial; count on the stated rates, not on these rows.

canonical_smiles	TRHR agonist	rTrxR1 inhibitor	TrxR1 substrate	TRHR PAM	D2 antag	USP1-UAF1 inh	IDH1 R132H inh	Pin1 inh	D2 ag
COc1ccc(CC2(CCc3ccccn3)C(=O)NC(=O)N(c3ccccc3C)C2=O)cc1OC (stereo not given)	-0.3	21.7%	12.1%	4.2	7.5	-19.1%	6.4%	-2.8%	1.1
CN(C)c1ccc(/C=C2\C(=O)NC(=O)N(CCc3ccc(F)cc3)C2=O)cc1	3.5	?	-8.5%	2.1	12.1	-1.8%	-17.5%	50.5%[activator]	2.5
CC(Cc1ccccc1Sc1ccc(O)cc1)N(C)C (stereo not given)	0.1	12.7%	-1.3%	2.4	29.7	5.2%	1.3%	1.7%	-0.3
O=C(c1cc(-c2cccc(Cl)c2)on1)N1CCOCC1	0.3	20.4%	-2.2%[0.457 µM]	7.4	16.3	?	3.4%	-8.4%	0.0
CSc1nnc([C@@H](N)Cc2ccccc2)o1	-0.1	4.7%[57.1 µM]	4.5%[57.1 µM]	-5.1	-2.0	-13.6%	-3.4%	1.8%	1.4
Cc1ccc(-c2nc(CN3C(=O)CN=C(c4ccccc4)c4cc(Cl)ccc43)c(C)o2)cc1	0.6	10.2%	2.6%	1.0	nt	-34.2%	-2.6%	-5.3%	1.1
CC12CC[C@H]3[C@@H](CCC4(O)C[C@H](O)CCC34/C=N/NC(=O)c3ccccc3[N+](=O)[O-])C1(O)CCC2C1=CC(=O)OC1 (stereo not given in full)	-0.9	4.6%	-0.4%	1.0	-12.9	-12.0%	0.0%	?	0.4
O=C(CN1CC(c2ccccc2)CC1=O)Nc1cccc(F)c1 (stereo not given)	0.5	-4.4%[57.1 µM]	0.3%[57.1 µM]	-1.9	20.0	-6.2%	6.3%	-2.0%	0.3
CC[C@@]1(O)C(=O)OCc2c1cc1n(c2=O)Cc2cc3c(N)cccc3nc2-1	0.0	24.5%	9.6%	8.1	12.1	?	9.0%	?	0.4
COc1ccc(C=O)cc1O	-0.1	28.1%	5.6%	-13.6	8.7	-23.6%	4.1%	-0.7%	0.3
COc1ccccc1NC1=NCCS1	0.2	-6.4%	-7.3%	3.1	-11.8	-2.3%	7.5%	0.3%	0.7
O=C(C1CC(c2ccc(Cl)c(Cl)c2)=NO1)N1CCC2(CC1)OCCO2 (stereo not given)	-0.4	4.5%	6.9%	-0.5	-18.6	3.5%	2.9%	-8.5%	1.3
N=C(N)c1c(O)n(C2CCCCC2)c(=O)n(C2CCCCC2)c1=O	0.3	25.3%[57.1 µM]	-1.4%[57.1 µM]	5.2	14.8	-15.6%	3.6%	0.2%	0.6
COc1ccc(CCn2c(O)c(C=Nc3ccc(NC(C)=O)cc3)c(=O)[nH]c2=O)cc1OC	-0.4	8.4%	22.1%	0.6	-3.8	-15.8%	0.0%	18.2%	-0.1
Nc1c(C(=O)OC2CCCCC2)c2nc3ccccc3nc2n1CC1CCCO1 (stereo not given)	0.1	-32.9%	480.3%[activator]	-3.7	5.9	-19.8%	5.9%	2.4%	-1.7
COc1ccc(CN2C(=O)CC(=O)NC2=S)cc1	1.8	-27.1%	4.4%	7.1	-2.9	-20.8%	1.0%	28.4%	1.7
CCOC(=O)c1nc2ccccc2c(=O)n1-c1ccc(C)cc1C	-0.3	2.6%	-9.6%	7.3	-13.0	-7.7%	3.8%	-7.2%	2.3
CCOc1c(Cl)cc(CNCCc2c[nH]c3ccccc23)cc1OC	3.0	11.7%	-1.4%	9.5	16.9	-24.3%	0.5%	-5.8%	-0.2
O=C(O)CC[N+](=O)[O-]	nt	25.2%[57.1 µM]	11.9%[57.1 µM]	nt	nt	-22.6%	-9.5%	-6.8%	nt
CN1C(=O)NC(=O)/C(=C\c2ccc([N+](=O)[O-])o2)C1=O	0.7	15.8µM*	-6.0%	-2.5	0.3	?	10.5%	?	0.6
COc1ccc(NC(=O)c2cc([N+](=O)[O-])ccc2N2CCNCC2)cc1	0.8	-59.8%	3.1%[57.1 µM]	17.8	7.9	-11.4%	10.7%	1.8%	0.6
Cn1c(O)c(C=NCCCNC2CCCCC2)c(=O)n(C)c1=O	0.4	15.7%	3.8%	-2.1	-9.2	-12.3%	1.0%	-5.0%	-1.1
O=C1OCCN1P(=O)(c1ccccc1)c1ccccc1	-0.2	10.4%	7.3%[57.1 µM]	6.0	-16.4	-15.1%	0.7%	3.9%	-0.4
CC(C(O)c1ccccc1)N(C)CCn1cnc2c1c(=O)n(C)c(=O)n2C (stereo not given)	-0.1	16.0%[57.1 µM]	8.9%	-5.1	2.7	-16.2%	-4.7%	1.0%	0.4
C[C@]12CCC(=O)C=C1CCC1C2CC[C@@]2(C)C1CC[C@]2(C)O (stereo not given in full)	nt	4.9%[57.1 µM]	7.8%[57.1 µM]	nt	nt	-13.7%	7.0%	?	nt
CCOC(=O)c1ccc(NC(=O)N2CC3CC(C2)c2cccc(=O)n2C3)cc1 (stereo not given)	-0.2	15.6%	9.3%	2.8	2.3	-20.5%	8.6%	-5.8%	-0.1
CCCCn1c(NC(=O)c2ccco2)c(C(=O)OCC)c2nc3ccccc3nc21	0.2	?	68.9%[activator]	-3.0	12.7	25.1µM*	7.7%	?	0.9
C(#CCN1CCOCC1)COC/C=C/c1ccccc1	-0.1	-33.0%	-4.0%	1.3	6.8	-16.1%	3.9%	-1.3%	0.1
O=P(NCc1ccccc1)(Oc1ccccc1)Oc1ccccc1	4.0	2.5%	-8.5%	-0.5	-24.7	-1.4%	8.9%	?	0.6
CCc1nc2ccccc2c(=O)n1-c1ccccc1[N+](=O)[O-]	-0.2	-7.6%	-10.5%	-1.0	-0.5	-6.6%	15.0%	1.4%	0.0

Other entries follow.
canonical_smiles	TRHR agonist	rTrxR1 inhibitor	TrxR1 substrate	TRHR PAM	D2 antag	USP1-UAF1 inh	IDH1 R132H inh	Pin1 inh	D2 ag
CC1CCCCN1Cc1cccnc1 (stereo not given)	-0.2	18.3%	3.4%	1.3	28.6	-13.1%	-1.5%	-9.8%	2.6
CCOc1cc2c(cc1OCC)-n1cccc1C(c1ccc(C)cc1C)NC2 (stereo not given)	0.2	0.8%[57.1 µM]	1.4%[57.1 µM]	-5.1	-8.7	-23.2%	-3.2%	-3.5%	-1.3
CC(=NCCc1ccccc1)c1c(O)n(C)c(=O)n(C)c1=O	0.1	15.8%	1.6%	3.7	-1.5	-23.5%	-13.2%	-2.5%	0.9
Cc1sc2c(c1C)C(c1cccs1)=NCC(=O)N2CC(=O)NCc1cccs1	-1.1	1.9%	-10.1%	9.9	-2.1	-2.9%	1.8%	7.9%	0.3
Cc1ccc(-n2nc3c(=O)n(CC(=O)NCC(C)c4ccccc4)nc(C)c3c2C)cc1 (stereo not given)	-0.7	9.5%	-0.4%	-3.7	nt	-4.9%	?	-1.5%	nt
O=C1NC(=O)N(Cc2ccco2)C(=O)/C1=C\c1cccn1CCOc1ccccc1	0.5	?	4.4%	-7.6	-0.8	-23.9%	0.0%	-8.4%	0.6
O=c1[nH]c(=S)n(-c2ccccc2)c(O)c1C=NCCN1CCNCC1	-1.3	-15.8%	-3.2%	1.1	-0.9	-19.2%	-5.9%	3.2%	0.7
COc1cc2[nH]c(=O)n(-c3ccc(C)cc3)c(=O)c2cc1OC	-0.1&0.3	7.8%	47.9%[activator]	2.2&-3.8	0.2	-26.9%&0.0%	1.5%&2.7%	4.2%&-1.5%	0.6&0.7
Cc1ccc(NC(=O)c2cc(-c3ccccc3)n(CCCN3CCOCC3)c2C)cc1	0.7	9.0%[57.1 µM]	4.6%[57.1 µM]	-6.6	4.3	-21.1%	3.1%	-2.6%	-2.9
CCN1C(=O)C(=C2C=C(C)N(Cc3ccco3)C(C)=C2)C(=O)N(CC)C1=S	0.2	-19.4%	-6.8%	-1.2	nt	?	0.0%	-3.8%	nt
COc1ccc(CNCCc2ccc(Cl)cc2)c(OC)c1OC	2.3	-4.8%	-3.3%	2.9	16.7	2.0%	-1.5%	-8.5%	0.2
Cc1ccc(N2C(=O)/C(=C/N3CCN(C(=O)c4ccco4)CC3)C(=O)NC2=S)cc1C	1.1	-33.3%	-10.1%	-1.1	-19.0	-14.1%	-2.4%	?	18.3
O=c1[nH]c(=O)n(-c2cccc3ccccc23)c(O)c1C=NCc1ccc2c(c1)OCO2	0.1	12.6%	-2.8%	12.0	nt	-15.5%	3.0%	20.4%	nt
CC(C)N1CCN(Cc2cccc([N+](=O)[O-])c2)CC1	0.6	18.6%[11.4 µM]	5.1%[11.4 µM]	-3.0	-3.2	3.8%	2.2%	?	-0.6
CCOC(=O)C(O)(c1cn(C)c2ccccc12)C(F)(F)F (stereo not given)	-0.1	22.3%	12.7%[57.1 µM]	-4.0	4.3	-15.6%	9.9%	-0.5%	-0.7
c1ccc2c(N3CCNCC3)cccc2c1	nt	?	-1.3%[57.1 µM]	nt	nt	-21.6%	11.1%	5.0%	nt
NC(N)=Nc1ccc2[nH]c3c(c2c1)C[C@@]1(O)[C@H]2Cc4ccc(O)c5c4[C@@]1(CCN2CC1CC1)C3O5 (stereo not given in full)	nt	12.4%	-1.5%	nt	nt	-22.1%	-1.0%	-9.1%	nt
Cc1ccc(-n2c(/C=C/c3ccc4c(c3)OCO4)nc3ccccc3c2=O)cc1	-0.3	nt	nt	-4.6	14.6	nt	nt	nt	-2.1
